CYP2C9 inh – inhibitors of human CYP2C9; P11712; CYP2C9 Supersomes, luciferin-H conversion, luminescence; inhibition, % at 5 µM; 96,000 compounds, 20% hits; AID 777;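 active = blocking of liver enzyme CYP2C9 beyond about 50% at 5 µM, limit read from the data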; also: values of inactives mirror those of a sister screen read the other way
Target sequence (P11712 whole entry, looked up): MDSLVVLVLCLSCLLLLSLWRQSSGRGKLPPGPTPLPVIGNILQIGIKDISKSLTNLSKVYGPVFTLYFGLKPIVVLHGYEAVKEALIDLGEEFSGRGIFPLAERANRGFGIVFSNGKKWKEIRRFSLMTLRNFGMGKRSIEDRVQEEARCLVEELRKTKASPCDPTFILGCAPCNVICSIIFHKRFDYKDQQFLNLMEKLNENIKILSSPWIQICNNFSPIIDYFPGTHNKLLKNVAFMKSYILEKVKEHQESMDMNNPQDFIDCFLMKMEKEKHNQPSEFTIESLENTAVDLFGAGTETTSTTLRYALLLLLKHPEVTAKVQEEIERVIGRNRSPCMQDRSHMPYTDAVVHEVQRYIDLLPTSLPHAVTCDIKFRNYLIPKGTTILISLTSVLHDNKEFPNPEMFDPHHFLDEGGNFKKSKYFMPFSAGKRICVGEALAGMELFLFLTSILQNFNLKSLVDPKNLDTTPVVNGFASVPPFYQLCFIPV
CYP2C9 act – increases human cytochrome P450 2C9 activity; P11712; activation factor at 5 µM; 96,000 compounds, 1.4% hits; AID 1024; recombinant CYP2C9, luciferin-H conversion, luminescence; hits give high values; factor 1 = untreated enzyme, 0 = blocked;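 active = activation factor of 2 or more for CYP2C9 at a 5 µM dose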;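 also: 0 = sulfaphenazole-blocked wells and 1 = vehicle-only wells; values of inactives mirror those of a sister screen read the other way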
PLAP activator – activates human placental alkaline phosphatase. AID 696. activation fold at 20 µM. P05187. purified PLAP enzyme, luminescent substrate read-out; hits give high values. 96,000 compounds, 1.2% hits; in the data active = activation fold above about 2
Target sequence (P05187 whole entry, looked up): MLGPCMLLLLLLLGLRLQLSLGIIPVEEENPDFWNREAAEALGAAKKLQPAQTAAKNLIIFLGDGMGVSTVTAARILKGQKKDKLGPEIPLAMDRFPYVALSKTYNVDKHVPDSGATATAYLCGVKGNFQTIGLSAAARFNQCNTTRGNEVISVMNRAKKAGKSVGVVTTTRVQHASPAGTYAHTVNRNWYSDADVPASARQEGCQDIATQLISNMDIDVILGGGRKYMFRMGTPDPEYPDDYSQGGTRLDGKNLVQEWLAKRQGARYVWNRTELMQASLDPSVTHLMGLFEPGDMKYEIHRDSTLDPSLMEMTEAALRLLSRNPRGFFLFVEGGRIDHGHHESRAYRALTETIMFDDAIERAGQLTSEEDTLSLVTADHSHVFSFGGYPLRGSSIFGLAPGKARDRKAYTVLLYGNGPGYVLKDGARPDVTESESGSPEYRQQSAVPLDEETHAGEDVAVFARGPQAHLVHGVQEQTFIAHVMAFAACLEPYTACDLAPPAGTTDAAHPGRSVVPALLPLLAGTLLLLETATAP
PTK2B oligo ant – Pyk2 (human) oligomerization antagonism. Q14289. Q293 cells, Pyk2 FERM NanoBiT luminescence; hits give low values. z-score (the deposit names both 25 µM and 10 µM). 99,000 compounds, 0.83% hits. AID 1347419;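 active = Z-score of -3 or lower, scaled per plate to the spread of control and sample wells; inactive = z-score above -3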;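 also: negative z-score means lost luminescence so less FERM oligomerization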
CYP2C19 act – increases human CYP2C19 enzyme activity. recombinant CYP2C19, luciferin-H EGE luminescence; hits give high values; 0 = fully inhibited enzyme, 1 = untreated enzyme. activation factor at 5 µM. 96,000 tested, under 10 active;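 active = activation factor of at least 2 at 5 µM in the primary screen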;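 also: 0 = wells with 2.5 mM tranylcypromine and 1 = vehicle-only wells; values of inactives mirror those of a sister screen read the other way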
PostGolgi yeast – growth inhibition of a yeast mutant, post-Golgi transport screen. AID 739. 98,000 compounds, 0.9% hits. post-Golgi transport phenotypic cell assay. inhibition, % at 10 µM; in the data active = inhibition above about 30%;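 also: yeast cells grown in 1536-well plates; yeast grown about 18 h at 30C before absorbance read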
Ecoli WT expand – growth inhibitors of E. coli BW25113 wild type; OD600 absorbance; growth inhibition, % at 100 µM; 98,000 compounds, 0.15% hits; AID 710;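 active = growth inhibition above about 50% at one test dose, limit read from the data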;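 also: growth measured after 20 h incubation at 37 °C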
CYP2C19 inhib – blocks human cytochrome P450 2C19 | CYP2C19 Supersomes, luciferin-H EGE luminescence, 30 min | inhibition, % at 5 µM | 96,000 compounds, 21% hits | AID 778;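 active = CYP2C19 inhibition above a set limit at 5 µM in the primary screen, cut at about 50% in these data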;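 also: plate controls were negative control wells for no effect and 2.5 mM tranylcypromine positive control for full effect; values of inactives mirror those of a sister screen read the other way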
EphB4 antag – EphB4-ephrin-B2 interaction antagonism; inhibition, % at 7 µM; EphB4 LBD / TNYL-RAW-Alexa532 peptide, fluorescence polarization; 97,000 compounds, 0.15% hits; P54760;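 active = inhibition above the screen-wide mean inhibition plus 3 SD, cut at about 15% in these data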;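 also: 0% = DMSO wells and 100% = excess unlabeled TNYL-RAW peptide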
* hit, by the source's call; / = not tested or not shown.

Compound | CYP2C19 inhib | EphB4 antag | CYP2C9 inh | Ecoli WT expand | PLAP activator | PTK2B oligo ant | CYP2C9 act | PostGolgi yeast | CYP2C19 act
Cc1ccc(NC(=O)CSCCc2ccccn2)nc1 | 6 | 12 | 9 | 15 | 1.1 | -0.11 | 0.9 | 1 | 0.9
CC(=O)Nc1cccc(NC(=O)C2CCCN2C(=O)Nc2ccccc2C)c1 (stereo not drawn) | 6 | 1 | 9 | -3 | 0.9 | 0.47 | 0.9 | -19 | 0.9
Cc1cccc(C)c1OCC(O)CN1CCC(CN2C(=O)c3cccc4cccc(c34)C2=O)CC1 (stereo not drawn) | 55* | -2 | 58* | -5 | 1.7 | 0.31 | 0.4 | 3 | 0.4
Cc1cc(C(=O)NC2CCCc3ccccc32)no1 (stereo not drawn) | 41 | / | 13 | -4 | 0.9 | 0.84 | 0.9 | -1 | 0.6
COc1cc(OC)cc(C(=O)Nn2c(C)nc3ccccc3c2=O)c1 | 36 | -1 | 53* | 2 | 0.8 | -0.93 | 0.5 | 25 | 0.6
CCN(Cc1cc2ccccc2[nH]c1=O)C(=O)c1cccnc1 | 4 | 2 | 3 | 5 | 0.9 | -0.73 | 1 | -2 | 1
Cc1nc(NC(=O)c2ccccc2)sc1-c1csc(N)n1 | 19 | 5 | 54* | -3 | 0.9 | -0.07 | 0.5 | 2 | 0.8
O=C(Nc1cnccn1)c1cccc(C(F)(F)F)c1 | 18 | 5 | 12 | 6 | 0.9 | -0.13 | 0.9 | 3 | 0.8
CSC1=NCCN1C(=O)COc1ccc2ccccc2c1 | 88* | -9 | 32 | 4 | 0.9 | / | 0.7 | 0 | 0.1
CCNc1cc(N2CCN(S(=O)(=O)c3ccc4c(c3)CCCC4)CC2)ccc1[N+](=O)[O-] | 54* | 2 | 33 | -3 | 0.8 | -1.3 | 0.7 | -4 | 0.5
CC1(C)C2CCC1(C)C(OC(=O)CC(=O)O)C2 (stereo not drawn) | -4 | 5 | 24 | 3 | 1.2 | / | 0.8 | 2 | 1
COC(=O)c1nc(N)sc1-c1ccc(OC)cc1 | 24 | -7 | 9 | 0 | 0.9 | 0.3 | 0.9 | -3 | 0.8
CCOCCn1c(CN(Cc2ccccc2)Cc2ccccc2)nc2c1c(=O)[nH]c(=O)n2C | 7 | 14 | 44 | 2 | 1.5 | -2.1 | 0.6 | 0 | 0.9
CCn1c(SCC(=O)N2CCc3ccccc32)nc2c(c1=O)SC(C)C2 (stereo not drawn) | 23 | / | 93* | / | 1 | / | 0.1 | / | 0.8
CSCCC(NC(=O)c1ccco1)C(=O)OCC(=O)Nc1ncc(Cl)c(C)c1Cl (stereo not drawn) | 13 | 0 | 24 | 2 | 1.1 | 1.2 | 0.8 | -4 | 0.9
O=S(=O)(Nc1nccs1)c1cc(Cl)ccc1Cl | 18 | -5 | -53 | -2 | 1 | -0.06 | 1.5 | 13 | 0.8
CC(C)(C)c1cc2cccnc2n1Cc1cccc(F)c1 | 15 | 1 | 6 | 11 | 1 | -0.01 | 0.9 | 2 | 0.9
CCC(C)C(=O)N1CCCC(c2nc(-c3cccs3)no2)C1 (stereo not drawn) | 14 | 1 | -7 | 5 | 1.1 | 0.24 | 1.1 | -3 | 0.9
CCC(Oc1nc2ccccc2nc1-c1ccccc1NC(C)=O)C(=O)c1ccccc1 (stereo not drawn) | -4 | -2 | 53* | -11 | 1 | -2.8 | 0.5 | -6 | 1
C=C1CC2C=C(NC(C)=O)CC(C1)C2 (stereo not drawn) | 20 | 1 | 4 | 1 | 1.4 | 0.23 | 1 | -5 | 0.8
Cc1ccc(OCCCC(=O)NCc2ccco2)cc1 | 11 | -13 | 24 | 1 | 1 | 0.07 | 0.8 | 3 | 0.9
CCOC(=O)C1CCN(C=Nc2cc(C)on2)CC1 | -15 | 4 | -6 | 1 | 1.2 | 1.3 | 1.1 | 11 | 1.2
O=C(COc1ccc(S(=O)(=O)N2CCCC2)cc1)NCc1ccco1 | -13 | 6 | 30 | -2 | 1 | 0.09 | 0.7 | -6 | 1.1
Nn1c(SCC(=O)Nc2ccc(F)cc2)nnc1-c1ccccn1 | 10 | -3 | 11 | 8 | 1.1 | 0.99 | 0.9 | -1 | 0.9
COc1ccc(OC)c(N(CC(N)=O)S(=O)(=O)c2ccc(OC)c(OC)c2)c1 | 78* | -1 | 45 | -6 | 0.9 | 0.01 | 0.6 | 23 | 0.2
COCC(C)n1c(SCc2ccc(C(=O)OC)o2)nc2ccccc2c1=O (stereo not drawn) | 97* | -6 | 53* | -11 | 1.7 | -0.88 | 0.5 | 16 | 0
Cc1cc(NC(=O)COC(=O)c2ccc(S(=O)(=O)N3CCCc4ccccc43)cc2)no1 | 46 | -3 | 66* | -12 | 1.1 | 0.19 | 0.3 | 1 | 0.5
O=C(COC(=O)CSCC(=O)N1CCCCC1)Nc1ccc(Cl)cc1 | 31 | 2 | 40 | 12 | 0.9 | 1.3 | 0.6 | -3 | 0.7
COc1cc(S(=O)(=O)N2CCN(Cc3ccccc3)CC2)ccc1Br | 35 | 2 | -38 | -8 | 1.2 | -1.1 | 1.4 | 6 | 0.7
CN1C(=O)CC(N2CCN(CC(N)=O)CC2)C1=O (stereo not drawn) | -19 | 1 | -12 | -4 | 1.1 | -0.02 | 1.1 | -4 | 1.2
CC(NC(=O)c1cccc(N2CCCC2=O)c1)c1ccc2c(c1)OCCO2 (stereo not drawn) | / | -2 | / | 2 | / | 0.54 | / | -5 | /
O=c1nc(C(F)(F)F)nc2ccccn12 | -2 | 6 | 0 | 7 | 0.9 | -0.04 | 1 | -4 | 1
CCC(=O)Nc1ccc(N2CCN(C(=O)c3ccccc3C)CC2)cc1 | -5 | 10 | 9 | 0 | 0.9 | -0.06 | 0.9 | 4 | 1.1
COC(=O)C1=C(C)NC2=C(C(=O)C(C(=O)OC)C(c3ccc(OC)cc3)C2)C1c1ccccn1 (stereo not drawn) | 5 | -3 | 5 | 5 | 1.1 | 0.17 | 1 | -2 | 0.9
Cc1ccccc1OCC(=O)NN1Cc2ccccc2C1=N | 23 | 2 | -2 | 8 | 1 | 0.19 | 1 | 20 | 0.8
Cc1ccccc1NS(=O)(=O)c1cc(C(=O)Nc2ccccc2-c2ccccc2)ccc1Cl | 36 | -10 | 84* | -10 | 1.3 | -1.3 | 0.2 | -8 | 0.6
CCOC(=O)CC1=NC(=O)CS1 | -8 | / | -8 | 3 | 0.9 | -0.11 | 1.1 | 6 | 1.1
CCC1(COC(=O)Nc2cccc(Cl)c2)COC1 | 48 | 0 | 8 | 13 | 0.8 | 1.1 | 0.9 | -3 | 0.5
COc1ccc(C(=O)N2CCCC(C(=O)N3CCCCCC3)C2)cc1 (stereo not drawn) | 44 | 0 | 10 | 3 | 0.9 | 0.24 | 0.9 | -7 | 0.6
CCC(C)(C)n1nnnc1C(c1cc2ccc(OC)cc2[nH]c1=O)N1CCc2ccccc21 (stereo not drawn) | 54* | 5 | 98* | -14 | 1.5 | 0.79 | 0 | -1 | 0.5
Cc1cc(NS(=O)(=O)c2ccccc2)c(C)c(Cl)c1O | 99* | / | -182 | 1 | 1.1 | -1.8 | 2.8* | 13 | 0
CCOC(=O)N1CCN(C(=O)c2ccc3c(=O)n4c(nc3c2)CCCCC4)CC1 | 19 | 3 | 8 | 5 | 1.3 | / | 0.9 | -2 | 0.8
CCOC(=O)c1ccc(N2Cc3ccccc3C2)cc1O | 13 | 4 | -10 | -1 | 0.8 | -1.4 | 1.1 | -3 | 0.9
Cc1ccc(-c2cc(C(F)F)n3ncc(C(=O)Nc4c(C)nn(Cc5ccccc5Cl)c4C)c3n2)cc1 | 17 | -5 | 89* | -7 | 1.2 | -1.6 | 0.1 | 1 | 0.8
COC(=O)c1ccccc1NC(=O)COc1ccccc1 | 53* | 3 | 2 | -4 | 0.9 | -1.9 | 1 | -3 | 0.5
COc1cccc(-c2nc(S(=O)(=O)c3ccccc3)c(N3CCOCC3)o2)c1 | 28 | 1 | 28 | -14 | 0.9 | 0.33 | 0.7 | -9 | 0.7
N#C/C(=C\c1ccc(Oc2ccc(C(F)(F)F)cc2[N+](=O)[O-])cc1)c1nc2ccccc2[nH]1 | 18 | -5 | 21 | -4 | 0.9 | 0.36 | 0.8 | -1 | 0.8
COc1ccc(CC(=O)O/N=C(\N)Cc2ccc(OC)c(OC)c2)cc1 | 31 | 8 | 26 | 6 | 1 | 0.58 | 0.7 | 0 | 0.7

Part of the list above, with values under each structure.
Value order – CYP2C19 inhib, EphB4 antag, CYP2C9 inh, Ecoli WT expand, PLAP activator, PTK2B oligo ant, CYP2C9 act, PostGolgi yeast, CYP2C19 act
> COc1cc(S(=O)(=O)N2CCN(Cc3ccccc3)CC2)ccc1Br
    35, 2, -38, -8, 1.2, -1.1, 1.4, 6, 0.7
> CN1C(=O)CC(N2CCN(CC(N)=O)CC2)C1=O (stereo not drawn)
    -19, 1, -12, -4, 1.1, -0.02, 1.1, -4, 1.2
> CC(NC(=O)c1cccc(N2CCCC2=O)c1)c1ccc2c(c1)OCCO2 (stereo not drawn)
    /, -2, /, 2, /, 0.54, /, -5, /
> O=c1nc(C(F)(F)F)nc2ccccn12
    -2, 6, 0, 7, 0.9, -0.04, 1, -4, 1
> CCC(=O)Nc1ccc(N2CCN(C(=O)c3ccccc3C)CC2)cc1
    -5, 10, 9, 0, 0.9, -0.06, 0.9, 4, 1.1
> COC(=O)C1=C(C)NC2=C(C(=O)C(C(=O)OC)C(c3ccc(OC)cc3)C2)C1c1ccccn1 (stereo not drawn)
    5, -3, 5, 5, 1.1, 0.17, 1, -2, 0.9
> Cc1ccccc1OCC(=O)NN1Cc2ccccc2C1=N
    23, 2, -2, 8, 1, 0.19, 1, 20, 0.8
> Cc1ccccc1NS(=O)(=O)c1cc(C(=O)Nc2ccccc2-c2ccccc2)ccc1Cl
    36, -10, 84*, -10, 1.3, -1.3, 0.2, -8, 0.6
> CCOC(=O)CC1=NC(=O)CS1
    -8, /, -8, 3, 0.9, -0.11, 1.1, 6, 1.1
> CCC1(COC(=O)Nc2cccc(Cl)c2)COC1
    48, 0, 8, 13, 0.8, 1.1, 0.9, -3, 0.5
> COc1ccc(C(=O)N2CCCC(C(=O)N3CCCCCC3)C2)cc1 (stereo not drawn)
    44, 0, 10, 3, 0.9, 0.24, 0.9, -7, 0.6
> CCC(C)(C)n1nnnc1C(c1cc2ccc(OC)cc2[nH]c1=O)N1CCc2ccccc21 (stereo not drawn)
    54*, 5, 98*, -14, 1.5, 0.79, 0, -1, 0.5
> Cc1cc(NS(=O)(=O)c2ccccc2)c(C)c(Cl)c1O
    99*, /, -182, 1, 1.1, -1.8, 2.8*, 13, 0
> CCOC(=O)N1CCN(C(=O)c2ccc3c(=O)n4c(nc3c2)CCCCC4)CC1
    19, 3, 8, 5, 1.3, /, 0.9, -2, 0.8
> CCOC(=O)c1ccc(N2Cc3ccccc3C2)cc1O
    13, 4, -10, -1, 0.8, -1.4, 1.1, -3, 0.9
> Cc1ccc(-c2cc(C(F)F)n3ncc(C(=O)Nc4c(C)nn(Cc5ccccc5Cl)c4C)c3n2)cc1
    17, -5, 89*, -7, 1.2, -1.6, 0.1, 1, 0.8
> COC(=O)c1ccccc1NC(=O)COc1ccccc1
    53*, 3, 2, -4, 0.9, -1.9, 1, -3, 0.5

Entries listed so far marked active in CYP2C9 act:
SMILES	CYP2C19 inhib	EphB4 antag	CYP2C9 inh	PLAP activator	PTK2B oligo ant	CYP2C9 act	CYP2C19 act
Cc1cc(NS(=O)(=O)c2ccccc2)c(C)c(Cl)c1O	99*	/	-182	1.1	-1.8	2.8*	0

Bioassay records deposited in PubChem by several laboratories.
